Assay outcomes from PubChem.
CHOP inh: CHOP inhibition in unfolded protein response; inhibition, % at 10 µM; CHO-K1 CHOP-promoter luciferase, tunicamycin-induced, 15-18 h; hit rate 3.8% among 220,000; AID 2732;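 active means compounds that reduced the stress-induced luciferase reporter signal by more than about 70% of percent inhibition, limit read from the data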;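 further: 0% = tunicamycin plus vehicle and 100% = wells without tunicamycin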
zfTRPN1 agonist: activates the zebrafish TRPN1 channel; hit rate 0.18% among 220,000; HEK293 zebrafish TRPN1-YFP, Fluo-8 calcium fluorescence; 100% = response to 87 µM carbachol; activation, % at 3 µM; AID 1424;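 active means activation above its plate's cutoff, the mean activation of test wells on that plate plus 3 SD, cut at about 19% in these data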;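 further: 0% = DMSO alone and 100% = 87 µM carbachol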
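Material: zebrafish TRPN1-YFP in HEK293 cells; Doses: single test compound dose, 3 µM nominal, 0.3% DMSO; Timing: dye loading 1 h at 37 °C, then 30 min room temperature; Technique: intracellular calcium fluorescence with Fluo-8; Benchmarks: high carbachol 87 µM, low DMSO alone.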
EP2 mod: EP2 receptor (human) modulation; P43116; EP2-expressing cells, cAMP HTRF FRET, PGE2 co-stimulation; induction, % at 25 µM; hit rate 0.83% among 260,000; AID 940;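 active means compounds whose cAMP rise, as percent of the full-agonist control response, exceeds 60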;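 further: rat C6 glioma line stably carrying human EP2 under a CMV promoter; the protocol text gives 20 µM as final concentration; 100% = response of wells given 1 µM PGE2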
NPY-Y1 PAM-ag: potentiators or agonists of human neuropeptide Y receptor Y1; NPY-Y1 expressing cells, potentiator/agonist activation; hit rate 0.37% among 220,000; activation, % at 3.6 µM; P25929; in the data active means activation above about 33%, passing the limit was not always enough;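 further: cells stimulated with NPY at EC10 then isoproterenol at EC100; 0% = low agonist plus stimulus and 100% = saturating agonist plus stimulus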
Target sequence (P25929 whole entry, looked up): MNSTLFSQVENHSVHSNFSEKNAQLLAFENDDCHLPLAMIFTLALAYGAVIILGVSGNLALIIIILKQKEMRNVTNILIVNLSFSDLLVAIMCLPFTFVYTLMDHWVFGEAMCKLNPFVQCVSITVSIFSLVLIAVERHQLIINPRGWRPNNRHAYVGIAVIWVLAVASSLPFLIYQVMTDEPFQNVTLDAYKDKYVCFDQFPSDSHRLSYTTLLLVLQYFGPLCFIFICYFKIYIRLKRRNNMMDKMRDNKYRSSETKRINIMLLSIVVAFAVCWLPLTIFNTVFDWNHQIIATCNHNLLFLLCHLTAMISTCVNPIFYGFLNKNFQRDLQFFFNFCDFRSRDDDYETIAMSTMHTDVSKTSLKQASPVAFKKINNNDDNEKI
NPY Y1 blocker: blocks the human neuropeptide Y Y1 receptor. hit rate 1% among 200,000. HEK293-CNG Y1 cells, membrane potential fluorescence; NPY at EC95, then isoproterenol. inhibition, % at 3.6 µM. AID 1040;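 active means inhibition above the campaign mean inhibition of all tested compounds plus 3 SD, cut at about 20% in these data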;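 further: 0% = DMSO wells given NPY plus isoproterenol and 100% = isoproterenol alone without NPY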
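Material: HEK293 cells co-expressing NPY Y1 receptor and cyclic-nucleotide gated channel. Timing: compound incubation 1 h at room temperature, readout 45 min post-stimulation. Signal: fluorescence, membrane potential probe.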
TRPML3 ag: agonists of human TRPML3 channel; Q8TDD5; HEK293 TRPML3-YFP, Fluo-8 calcium fluorescence; 100% = the carbachol control signal; activation, % at 3 µM; hit rate 0.29% among 220,000; AID 1448;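 active means activation above its plate's cutoff, the mean activation of the plate's test wells plus 3 SD, cut at about 12% in these data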;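 further: 0% = DMSO only wells and 100% = carbachol wells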
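Material: HEK293 cells stably carrying human TRPML3-YFP; compound dosing: single dose, 3 µM final nominal compound, 0.3% DMSO final; incubation: 1-h 37 °C dye load, 5-s basal, 120-s post-compound reads; technique: Fluo-8 intracellular calcium fluorescence, excitation 470-495 nm, emission 515-575 nm; read-out basis: percent activation from peak-to-basal fluorescence ratio, scaled between DMSO and carbachol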
S1P4 agonist: agonists of human S1P4 receptor | O95977 | S1P4-expressing cell line, agonist reporter assay | activation, % at 4.98 µM | hit rate 0.35% among 220,000; in the data active means activation above about 11%;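 further: 0% = DMSO vehicle and 100% = reference agonist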
NPY-Y2 PAM-ag: potentiators or agonists of human neuropeptide Y receptor Y2; P49146; cells expressing NPY-Y2, potentiator/agonist read-out; activation, % at 3.6 µM; hit rate 0.45% among 220,000; AID 1359; in the data active means activation above about 27%;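 further: cells stimulated with NPY near EC25 plus isoproterenol at EC100; 0% = vehicle plus submaximal agonist and 100% = vehicle plus saturating agonist; some results beyond the cut were filed as inactive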
Target sequence (P49146 whole entry, looked up): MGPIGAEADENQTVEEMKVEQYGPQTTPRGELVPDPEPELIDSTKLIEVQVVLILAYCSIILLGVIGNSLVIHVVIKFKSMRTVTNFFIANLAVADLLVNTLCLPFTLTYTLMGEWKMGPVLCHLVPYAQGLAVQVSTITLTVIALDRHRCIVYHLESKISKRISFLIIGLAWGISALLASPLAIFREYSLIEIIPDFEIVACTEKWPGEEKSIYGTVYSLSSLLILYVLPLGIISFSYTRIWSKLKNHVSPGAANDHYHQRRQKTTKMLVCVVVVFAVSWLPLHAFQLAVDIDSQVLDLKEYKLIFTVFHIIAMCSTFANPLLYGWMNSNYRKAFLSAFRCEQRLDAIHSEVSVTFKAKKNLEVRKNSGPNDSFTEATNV
S1P4 antagonist: antagonists of human S1P4 receptor; S1P4-expressing cells, antagonist mode, reporter read-out; inhibition, % at 4.98 µM; hit rate 0.26% among 220,000; in the data active means inhibition above about 29%;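 further: 0% = wells stimulated with agonist and 100% = vehicle wells without agonist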
Starred values were filed as active, the others as inactive; . = no result given; & = joins results of further samples.

1	S=c1[nH]nc(-c2ccco2)n1/N=C/c1cccs1
2	CC(NC(=O)COC(=O)C1CCN(S(=O)(=O)c2ccccc2C(F)(F)F)CC1)c1ccccc1 (stereo not given)
3	COc1ccc(/C=N/NC(=O)c2ccccc2[N+](=O)[O-])cc1CN1CCc2cc(OC)c(OC)cc2C1C (stereo not given)
4	Cc1ccc(OCC(=O)n2nc(C)cc2C)c(C)c1
5	COC(=O)CC1=NN(c2ccc(OC)cc2)C(=O)C1
6	CC(C)CC1(C)N=C(c2ccccc2)C(=S)N1 (stereo not given)
7	Cc1c(NC(=O)c2ccc(F)c(S(=O)(=O)N3CCOCC3)c2)c(=O)n(-c2ccccc2)n1C
8	CCOC(=O)CC(NS(=O)(=O)c1ccc(OC)c(OC)c1)c1cccc([N+](=O)[O-])c1 (stereo not given)

assay / compound,1,2,3,4,5,6,7,8
CHOP inh,2,-8,-17,69,12,2,0,19
zfTRPN1 agonist,-0.8,0.8,1.6,-0.3,2.3,-0.9,0.4,-1.2
EP2 mod,8,10,-17,-1&13,-23&14,0,11,-5
NPY-Y1 PAM-ag,0,10,-5,8,-6,3,13,-5
NPY Y1 blocker,3,-1,-3,4,-6,5,-4,-2
TRPML3 ag,0.1,-0.7,0.8,0.6,0.6,0.1,0.1,0.5
S1P4 agonist,-0.5,-0.1,-0.2,0.8,0.7,-1.6,-1.9,0.5
NPY-Y2 PAM-ag,-6,-10,-11,-5,-4,3,-14,1
S1P4 antagonist,-5,4,-18,-4,-8,7,-26,-120

Looked up above:
#8 in CHOP inh is entered as 19
#5 in CHOP inh is entered as 12
#2 in NPY-Y1 PAM-ag is entered as 10

Carrying on:
9	COc1cccc(NC(=S)N(CCCN2CCOCC2)C(C)c2cc3cccc(OC)c3o2)c1 (stereo not given)
10	C=CCn1c(NC(=O)CC)c(C(=O)OCC)sc1=S
11	CCn1c(Cc2cccn2C)nnc1SCC(=O)c1ccc(C)cc1
12	CC(C(=O)Nc1ccccc1)c1ccc(-c2ccccc2)c(F)c1 (stereo not given)
13	CCn1c(-c2ccccc2)c[nH]c1=S
14	CC(=O)N[C@@H](CS)C(=O)O
15	CCOC(=O)N1CCN(C(=O)c2ccc3c(=O)n(CCC4=CCCCC4)c(=S)[nH]c3c2)CC1
16	CC1CCc2sc(C(=O)N/N=C/c3ccc([N+](=O)[O-])cc3)cc2C1 (stereo not given)

assay / compound,9,10,11,12,13,14,15,16
CHOP inh,26,5,22,10,5,24&42,33,-1
zfTRPN1 agonist,-0.7,-0.8,-0.3,-0.8,-0.2,1.4,0.9,-0.5
EP2 mod,-12,7,0,-55,-2,13&12&3,37,13
NPY-Y1 PAM-ag,-29,2,-13,9,2,-12,3,15
NPY Y1 blocker,5,4,-1,9,0,4,5,1
TRPML3 ag,0.4,0.2,0.2,0.4,0.0,1.1,1.2,1.1
S1P4 agonist,-0.4,-0.7,0.6,-2.0,-0.1,0.3,2.0,-0.1
NPY-Y2 PAM-ag,-18,-4,6,-7,20,3,-7,-5
S1P4 antagonist,-12,1,-7,-7,-10,-7,-7,-14

17	CCc1nc2ccccc2c(C(=O)OCCN2C(=O)c3ccccc3C2=O)c1C
18	CC(OC(=O)C1=NNC(=O)CC1)C(=O)Nc1ncc(Cl)cc1Cl (stereo not given)
19	COc1ccc(NC(=O)C2CCCN2C(=O)NC2CCCCC2)cc1OC (stereo not given)
20	CCc1ccc(NC(=O)c2ccnc(C(C)(C)C)c2)cc1
21	CCC(C(=O)Nc1cnccn1)c1ccccc1 (stereo not given)
22	Cc1nn(-c2ncc(C(F)(F)F)cc2Cl)c(=O)n1-c1c(F)cccc1F
23	CC(C)c1ccc(/C=C/C(=O)NCCCc2ccccc2)cc1
24	O=C(O)CC1S/C(=N\N=C/c2ccccc2O)N(c2ccc(O)cc2)C1=O (stereo not given)

assay / compound,17,18,19,20,21,22,23,24
CHOP inh,3,-1,17,2,11,10,1,5
zfTRPN1 agonist,-1.1,1.2,0.9,-1.9,4.4,-0.3,0.1,-0.1
EP2 mod,24,9,27&-5,23,9,23,-69,-3
NPY-Y1 PAM-ag,-3,15,24,-3,-12,2,-14,23
NPY Y1 blocker,5,1,-3,2,2,-3,25*,3
TRPML3 ag,0.6,0.9,0.3,-0.3,-0.1,0.5,0.9,1.0
S1P4 agonist,-1.6,3.6,-0.1,-1.8,2.6,0.8,1.4,-0.7
NPY-Y2 PAM-ag,-24,3,-3,-8,13,-2,-28,9
S1P4 antagonist,-6,-5,-15,-28,-1,-10,-4,-1

3 entries from above, reformatted:
| # | canonical_smiles | CHOP inh | zfTRPN1 agonist | EP2 mod | NPY-Y1 PAM-ag | NPY Y1 blocker | TRPML3 ag | S1P4 agonist | NPY-Y2 PAM-ag | S1P4 antagonist |
| --- | --- | --- | --- | --- | --- | --- | --- | --- | --- | --- |
| 20 | CCc1ccc(NC(=O)c2ccnc(C(C)(C)C)c2)cc1 | 2 | -1.9 | 23 | -3 | 2 | -0.3 | -1.8 | -8 | -28 |
| 18 | CC(OC(=O)C1=NNC(=O)CC1)C(=O)Nc1ncc(Cl)cc1Cl (stereo not given) | -1 | 1.2 | 9 | 15 | 1 | 0.9 | 3.6 | 3 | -5 |
| 21 | CCC(C(=O)Nc1cnccn1)c1ccccc1 (stereo not given) | 11 | 4.4 | 9 | -12 | 2 | -0.1 | 2.6 | 13 | -1 |

Following part.
25	CC(C)N(Cc1cc2ccccc2[nH]c1=O)C(=O)c1cccnc1
26	O=c1c(OC2OC(CO)C(O)C(O)C2O)c(-c2ccc(O)c(O)c2)oc2cc(O)cc(O)c12 (stereo not given)
27	COc1ccc(/C=C/c2nnc(NC(=O)C(C)C)s2)cc1
28	O=C(c1cc(-c2ccccc2)on1)N1CCN(Cc2ccc3c(c2)OCO3)CC1
29	NC(=O)CN1CCOCCOCCN(CC(N)=O)CCOCC1
30	CCOC(=O)c1nnn2c1nc(N(CC)CC)c1ccccc12
31	CCOC(=O)Cc1csc(NC(NC(=O)OCC)(C(=O)OCC)C(F)(F)F)n1 (stereo not given)
32	CC(C)c1csc(CN2CCN(CCc3ccccc3)C(CCO)C2)n1 (stereo not given)

assay / compound,25,26,27,28,29,30,31,32
CHOP inh,46,14,35,17,-33,6,27,9
zfTRPN1 agonist,0.4,0.1,2.9,0.9,0.5,-0.5,0.3,0.1
EP2 mod,-2,27,14,-6,14,12,28,-21
NPY-Y1 PAM-ag,-2,-12,13,-12,-8,-4,0,-7
NPY Y1 blocker,-4,-1,.,4,-2,.,-1,1
TRPML3 ag,0.8,-0.1,0.7,0.3,0.6,-0.8,-0.2,0.6
S1P4 agonist,3.2,1.1,1.5,-0.9,-0.6,-1.3,3.2,-2.4
NPY-Y2 PAM-ag,18,9,-2,2,6,-7,11,-3
S1P4 antagonist,-2,11,-6,-3,-10,8,5,0

33	COc1cc(CNCCc2ccccc2F)ccc1OCC(=O)N1CCCCC1
34	C#CCSc1n[nH]c(-c2ccco2)n1
35	CC(C)C(=O)Nc1ccc(N2CCCC2)cc1
36	Cc1cc(C)c2cc(C#N)c(NCCCNC(=O)CCC(=O)O)nc2c1
37	COc1cccc(C2C(C(C)=O)=C(O)C(=O)N2Cc2ccco2)c1 (stereo not given)
38	CN(C)c1ccc(C(=O)Nc2nnc(-c3ccc(Cl)cc3)o2)cc1
39	N/C(=N\OC(=O)CCCOc1ccc(Cl)cc1Cl)c1ccccn1
40	O=C1/C(=C/c2cccs2)Cc2ccccc21

assay / compound,33,34,35,36,37,38,39,40
CHOP inh,7,3,23,-5,-23,-52,4,11
zfTRPN1 agonist,0.8,-2.2,0.2,0.7,-0.1,0.6,-0.8,0.5
EP2 mod,-19,-20&-2,-16,30,26,-17,-49,10
NPY-Y1 PAM-ag,-15,15,7,-13,23,-8,-17,13
NPY Y1 blocker,10,.,3,-2,1,9,7,-1
TRPML3 ag,0.4,0.4,-0.2,0.0,-0.1,0.4,-0.5,0.2
S1P4 agonist,0.7,1.3,1.0,-0.2,-2.0,1.4,0.1,0.7
NPY-Y2 PAM-ag,-5,4,12,3,-19,-4,-36,9
S1P4 antagonist,-16,-10,-13,-14,-9,0,-8,-17

41	CNC(=S)Nc1ccc(C(N)=O)cc1
42	Cn1c(=O)c2ccccc2n(Cc2ccccc2F)c1=O
43	COc1cccc(NC(=O)N2CCCC2C(=O)NC(C)C)c1 (stereo not given)
44	O=c1c2ccccc2nc2n1C(CBr)CN2 (stereo not given)
45	Cc1ccc(N(CC(=O)N2CC(=O)Nc3ccccc32)S(=O)(=O)c2ccc3c(c2)OCCO3)cc1
46	c1ccc(-c2noc(-c3ccno3)n2)nc1
47	O=C(CSc1ccc([N+](=O)[O-])cn1)Nc1ccc2c(c1)OCCO2
48	O=C(NNC(=O)c1ccc([N+](=O)[O-])cc1Cl)c1ccncc1

assay / compound,41,42,43,44,45,46,47,48
CHOP inh,11,19,-19,-2,5,-6,3,-4
zfTRPN1 agonist,1.6,1.2,-0.4,1.2,-0.4,1.6,0.3,1.6
EP2 mod,4,19,-2,18,7,-4,-9,11
NPY-Y1 PAM-ag,3,-16,11,24,11,9,-6,-11
NPY Y1 blocker,2,-4,-5,.,-1,.,4,4
TRPML3 ag,0.7,0.4,0.6,1.0,-0.3,1.0,0.3,1.4
S1P4 agonist,3.7,-2.1,-0.2,1.4,-3.1,-0.1,-1.1,-0.2
NPY-Y2 PAM-ag,0,-8,10,12,3,2,-6,10
S1P4 antagonist,-21,-18,-13,-34,-5,-1,-2,-6

49	COc1ccc(OCCOC(=O)Nc2ccccc2)cc1
50	CCN(CC)C(=O)C(=O)N/N=C/c1cccc(Br)c1
51	Clc1ccc(-c2ncc3ccccn23)cc1
52	O=C(c1cnn2c(C(F)(F)F)cc(-c3ccccc3)nc12)N1CCCCC1c1cccnc1 (stereo not given)

assay / compound,49,50,51,52
CHOP inh,23,12,2,32
zfTRPN1 agonist,-0.6,0.2,-1.9,-0.1
EP2 mod,-65,0,33,7
NPY-Y1 PAM-ag,-27,0,10,2
NPY Y1 blocker,2,-3,-3,8
TRPML3 ag,-0.6,0.0,-0.8,-1.6
S1P4 agonist,1.4,1.8,-1.4,-0.3
NPY-Y2 PAM-ag,-32,-5,-2,5
S1P4 antagonist,15,1,-3,-1
